Assay outcomes as filed in PubChem BioAssay.
NALP3 yeast inh: blocks the NALP3 inflammasome reconstituted in yeast; Yeast reconstituted NLRP3/ASC/caspase-1, beta-gal luminescence, 24 h; inhibition, % at 10 µM; 330,000 compounds, 0.39% hits; AID 2825;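 active means inhibition of 50% or more; inactive means inhibition below 50%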;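 further: plate controls were induced DMSO wells for no effect and uninduced yeast grown without galactose for full effect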
TIM10 inh: inhibits growth of TIM10 yeast strain; S. cerevisiae TIM10 strain growth, BacTiter-Glo luminescence, 24 h; inhibition, % at 10 µM; 330,000 compounds, 1.4% hits; AID 463195;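 active means inhibition of 40% or more at the single tested concentration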;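 further: wild-type TIM10 isogenic control strain grown at permissive 25 °C; 0% = DMSO yeast wells and 100% = minimal medium wells without yeast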
APJ ag: APJ receptor agonism. P35414. CHO-K1 APJ PathHunter beta-arrestin, luminescence; 0% DMSO wells, 100% apelin. activation, % at 20 µM. 330,000 compounds, 0.11% hits. AID 2520;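 active means activation more than six SD over the plate average, tested at 20 µM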;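 further: 0% = DMSO alone and 100% = apelin-13 at 10 nM; some results filed as inactive read as strong as hits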
Target sequence (P35414 whole entry, looked up): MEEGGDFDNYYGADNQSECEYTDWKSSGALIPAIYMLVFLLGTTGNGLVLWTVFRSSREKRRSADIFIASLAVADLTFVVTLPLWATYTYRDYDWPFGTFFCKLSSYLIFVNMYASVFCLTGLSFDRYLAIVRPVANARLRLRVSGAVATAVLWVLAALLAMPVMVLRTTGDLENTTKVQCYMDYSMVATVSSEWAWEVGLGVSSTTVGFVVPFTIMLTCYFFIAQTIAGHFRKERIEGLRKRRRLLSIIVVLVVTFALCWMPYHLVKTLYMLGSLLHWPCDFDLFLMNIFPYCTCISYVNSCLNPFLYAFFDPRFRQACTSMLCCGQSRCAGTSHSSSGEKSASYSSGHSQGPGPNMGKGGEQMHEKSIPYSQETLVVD
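Test system – PathHunter CHO-K1 APJ (AGTRL-1) beta-arrestin reporter cells · Input – 1000 cells/well · Compound – single test compound dose, 20 µM final, 1% DMSO · Times – compound stimulation 90 min at 25 °C, detection 60 min · Technique – beta-gal luminescence · Read-out basis – APJ–arrestin association signal · Control set – negative DMSO alone, positive Apelin-13 at 10 nM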
tim10-1 inh: growth inhibitors of tim10-1 mutant yeast; S. cerevisiae tim10-1 ts strain growth, BacTiter-Glo, 24 h; inhibition, % at 20 µM; AID 463190; 330,000 compounds, 2.2% hits;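 active means inhibition of at least 40%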;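 further: mutant grown at 25 °C; 0% = DMSO wells with yeast and 100% = wells holding no yeast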
NR3A LBD binder: NR3A (human) ligand-binding domain modulation | NR3A LBD differential scanning fluorimetry, Tm shift; 0% = protein alone, 100% = glycine-bound protein | Tm shift relative to glycine control, % at 25 µM | 340,000 compounds, 2.5% hits | AID 1259313;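 active means melting temperature shift of at least 10% of the positive control shift, at one fixed dose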
XBP1 UPR activ: activators of adaptive arm of unfolded protein response (XBP1) | CHO-XBP1 luciferase reporter, IRE1-XBP1 UPR activation, luminescence; percent of tunicamycin response, DMSO as zero | activation, % at 20 µM | 330,000 compounds, 0.33% hits;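 active means versus positive control, 20 µM dose yields 30% or more activation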;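 further: 100% = tunicamycin at 10 µg/mL and 0% = DMSO only wells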
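Assay system: CHO-XBP1 luciferase reporter cells; Schedule: 6 h treatment, 37 °C; Detection: glow luminescence from Steady-Glo reagent; Benchmarks: high control tunicamycin 10 µg/mL final, low control DMSO vehicle only.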
tim23-1 inh: inhibits growth of tim23-1 mutant yeast; S. cerevisiae tim23-1 growth, BacTiter-Glo luminescence, 24 h; inhibition, % at 20 µM; 330,000 compounds, 1.3% hits; AID 463212;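 active means growth inhibition of the mutant yeast at or above 50%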;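 further: temperature-sensitive mutant grown at 25 °C; plate controls were DMSO-treated mutant yeast for no effect and medium wells lacking yeast for full effect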
Mdm2 MdmX PPI: inhibitors of human Mdm2/MdmX interaction. O15151+Q00987. SaOS-2 split-luciferase Mdm2/MdmX complementation, luminescence. inhibition, % at 8 µM. 330,000 compounds, 3% hits;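 active means inhibition of at least 50% at 8 µM in the primary screen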
UPR CHOP act: apoptotic UPR (CHOP) activation | 330,000 compounds, 0.34% hits | activation, % at 10 µM | AID 449763 | CHO-CHOP luciferase reporter, luminescence; percent of tunicamycin response over DMSO baseline;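 active means at 10 µM dose, activation of 40% or more, normalized to positive control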;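 further: 100% = tunicamycin at 10 µg/mL and 0% = DMSO alone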
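Assay system: CHO cells with stable CHOP pathway luciferase reporter; Buffer or medium: F12 plus 10% serum; Times: 16-18 h cell attachment, then 6 h compound exposure, 37 °C; Signal: luciferase luminescence; Read-out basis: percent activation relative to tunicamycin control; Control set: tunicamycin high control, DMSO low control.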
Starred values were filed as active, the others as inactive.

SMILES	NALP3 yeast inh	TIM10 inh	APJ ag	tim10-1 inh	NR3A LBD binder	XBP1 UPR activ	tim23-1 inh	Mdm2 MdmX PPI	UPR CHOP act
COCC(C)NC(=O)c1ccc(N(C)C)cc1 (stereo unspecified)	17	-8	-4	-9	4	0	-1	12	-1.5
Cc1c(C(=O)NN2CCN(C)CC2)cccc1[N+](=O)[O-]	17	-9	-4	-9	2	5	8	-9	-1.5
Cc1cc(C)n(C(=O)CCCCCC(=O)n2nc(C)cc2C)n1	1	-22	-5	5	2	-1	-34	-18	0.0
c1ccc(CSc2ncnc3c2cnn3Cc2ccccc2)cc1	4	17	-2	3	-3	1	-19	1	2.0
CCOC(=O)N1CCN(S(=O)(=O)N2CCCC(C(=O)NCCc3ccc(OCC)c(OCC)c3)C2)CC1 (stereo unspecified)	-10	10	0	-4	1	-7	-1	27	0.9
COc1ccc(CSc2nnc(C)n2N)cc1	9	2	-2	-17	0	-3	-7	5	2.3
CC(=O)N1CCN(Cc2nc3scc(-c4ccccc4)c3c(=O)[nH]2)CC1	-1	0	-1	4	1	-4	19	20	0.5
CCOC(=O)C1CCN(C(=O)C(=O)c2cn(CC(=O)N3CCCCCC3)c3ccccc23)CC1	12	1	-5	1	2	-6	9	16	-0.1
O=C1CCCC/C1=C\Nc1ccc(S(=O)(=O)Nc2cnc3ccccc3n2)cc1	5	-19	-2	10	1	-1	11	2	1.2
COCCN(C(=O)COC(=O)CCC1CCCC1)c1c(N)n(Cc2ccccc2)c(=O)[nH]c1=O	10	10	-3	3	0	-2	-10	7	0.2
COc1cc(CN2CCNC(=O)C2CC(=O)NC2CCCC2)cc(OC)c1 (stereo unspecified)	15	5	-4	3	0	-3	6	-1	-1.9
OCC1(Cc2ccccc2C(F)(F)F)CCN(Cc2ccncc2)CC1	12	-22	-2	-14	-1	-1	-4	3	0.0
C/C(CC(=O)Nc1ccc(N(C)C)cc1)=N\NC(=O)C(=O)NCc1ccccc1	18	6	-5	4	-2	-3	9	11	-0.5
O=C(CCSc1ccc(Cl)cc1)NC1CCCCC1	21	12	-3	8	10	-2	13	-45	1.7
c1ccc2nc(-c3nccs3)ccc2c1	3	19	-7	14	-2	3	6	-2	7.8
Cc1cccc(Cn2c(N3CCN(C)CC3)nc3c2c(=O)[nH]c(=O)n3C)c1	22	-3	-3	-7	0	-4	-9	7	-1.2
CCOc1ccccc1CSc1nc2ccccc2[nH]1	32	19	-3	35	-10	-1	34	7	3.4
COc1ccc(C(=O)COC(=O)c2cc(C)no2)c(OC)c1	2	6	-2	28	2	1	10	-14	0.0
CN1C(=O)SC(Nc2ccccc2C(=O)O)C1=O (stereo unspecified)	10	9	-1	9	1	-2	17	-13	-0.4
Cc1ccc2oc(=O)n(CCCOc3ccccc3)c2c1	9	-8	-3	25	-2	3	-1	-7	3.6

A second format for part of the listing above.
| canonical_smiles | NALP3 yeast inh | TIM10 inh | APJ ag | tim10-1 inh | NR3A LBD binder | XBP1 UPR activ | tim23-1 inh | Mdm2 MdmX PPI | UPR CHOP act |
| --- | --- | --- | --- | --- | --- | --- | --- | --- | --- |
| O=C1CCCC/C1=C\Nc1ccc(S(=O)(=O)Nc2cnc3ccccc3n2)cc1 | 5 | -19 | -2 | 10 | 1 | -1 | 11 | 2 | 1.2 |
| COCCN(C(=O)COC(=O)CCC1CCCC1)c1c(N)n(Cc2ccccc2)c(=O)[nH]c1=O | 10 | 10 | -3 | 3 | 0 | -2 | -10 | 7 | 0.2 |
| COc1cc(CN2CCNC(=O)C2CC(=O)NC2CCCC2)cc(OC)c1 (stereo unspecified) | 15 | 5 | -4 | 3 | 0 | -3 | 6 | -1 | -1.9 |
| OCC1(Cc2ccccc2C(F)(F)F)CCN(Cc2ccncc2)CC1 | 12 | -22 | -2 | -14 | -1 | -1 | -4 | 3 | 0.0 |
| C/C(CC(=O)Nc1ccc(N(C)C)cc1)=N\NC(=O)C(=O)NCc1ccccc1 | 18 | 6 | -5 | 4 | -2 | -3 | 9 | 11 | -0.5 |
| O=C(CCSc1ccc(Cl)cc1)NC1CCCCC1 | 21 | 12 | -3 | 8 | 10 | -2 | 13 | -45 | 1.7 |
| c1ccc2nc(-c3nccs3)ccc2c1 | 3 | 19 | -7 | 14 | -2 | 3 | 6 | -2 | 7.8 |
| Cc1cccc(Cn2c(N3CCN(C)CC3)nc3c2c(=O)[nH]c(=O)n3C)c1 | 22 | -3 | -3 | -7 | 0 | -4 | -9 | 7 | -1.2 |
| CCOc1ccccc1CSc1nc2ccccc2[nH]1 | 32 | 19 | -3 | 35 | -10 | -1 | 34 | 7 | 3.4 |
| COc1ccc(C(=O)COC(=O)c2cc(C)no2)c(OC)c1 | 2 | 6 | -2 | 28 | 2 | 1 | 10 | -14 | 0.0 |
| CN1C(=O)SC(Nc2ccccc2C(=O)O)C1=O (stereo unspecified) | 10 | 9 | -1 | 9 | 1 | -2 | 17 | -13 | -0.4 |
| Cc1ccc2oc(=O)n(CCCOc3ccccc3)c2c1 | 9 | -8 | -3 | 25 | -2 | 3 | -1 | -7 | 3.6 |

Continuation:
SMILES	NALP3 yeast inh	TIM10 inh	APJ ag	tim10-1 inh	NR3A LBD binder	XBP1 UPR activ	tim23-1 inh	Mdm2 MdmX PPI	UPR CHOP act
COc1cc(C(=O)Nc2nnc(SCC(=O)NCC3CCCO3)s2)cc(OC)c1OC (stereo unspecified)	-5	10	5	8	2	2	14	23	3.1
Cc1cccc(NC(=O)CN2C(=O)S/C(=C\C(=O)Nc3ccc(Cl)cc3)C2=O)c1	18	8	-2	0	9	0	12	9	0.8
O=C(CSc1nc2ccsc2c(=O)n1Cc1ccccc1)NCc1ccco1	9	-9	-2	11	2	-3	1	17	0.1
O=S(=O)(c1cc(Cl)ccc1Cl)N1CCN2CCCC2C1 (stereo unspecified)	19	3	0	-4	-1	-4	9	-34	1.3
Fc1ccc(-c2nnc(NC3=NCCCCC3)o2)cc1	13	-4	-1	13	-1	-11	18	54*	-8.0
Cc1cc2c(cc1S(=O)(=O)N1CCCCC1)OCC(=O)N2	8	1	-2	-6	-1	-2	-2	2	-1.1
Cc1cccc(N2CCN(C(=O)NC(C)c3ccc(F)c(F)c3)CC2)c1C (stereo unspecified)	6	1	-3	-8	2	-8	-13	7	0.3
COc1ccc(C(=O)NCCc2ccccn2)cc1S(=O)(=O)Nc1ccc(Br)cc1	6	-5	-3	-8	-2	0	-10	12	2.0
Cc1nc(NC(=O)CSc2nnc(-c3ccncc3)n2C)sc1C	8	-11	1	14	0	1	9	3	-0.1
CCOC(=O)N/N=C(C)/C=C/c1ccccc1	25	18	0	4	-2	5	13	-21	2.4
Cc1cc(C(=O)NNC2CC(=O)N(c3ccc4ccccc4c3)C2=O)c(C)o1 (stereo unspecified)	-2	7	-2	0	-1	0	11	-10	1.6
COc1ccc2cc(C(=O)N3CCN(c4ccccc4F)CC3)[nH]c2c1	16	6	0	23	-2	1	21	-5	0.3
O=C(NC1CCCN(Cc2ccc(Cl)cc2)C1)c1ccccc1-c1ncc[nH]1 (stereo unspecified)	5	-2	-4	14	0	-5	9	24	-1.2
Cc1cc(=O)[nH]c(SCC(=O)Nc2ccc3c(c2)OCCO3)n1	6	-2	-2	6	-2	-2	3	17	-0.4
COC(=O)c1ccccc1NC(=O)c1cc(C)no1	13	14	-4	34	-1	2	15	6	0.1
C/C(CC(=O)Nc1ccccc1C#N)=N\NC(=O)c1ccncc1	6	-21	-3	-4	-1	0	1	24	0.3
S=c1[nH]nc(COc2ccccc2)n1/N=C/c1ccco1	16	17	-2	33	0	0	29	2	-1.3
CCN1C(=O)/C(=C/C2=Cc3ccccc3OC2C)SC1=S (stereo unspecified)	11	-23	-3	-11	-1	1	12	12	2.3
CCOC(=O)CSc1nnc(CCCCCN2C(=O)c3cccc4cccc(c34)C2=O)o1	6	37	4	29	3	1	31	-2	0.9
CCOC(=O)N1CCN(C(=O)c2sc3nc(-c4ccc(F)cc4)cn3c2C)CC1	15	43*	-1	56*	-3	-1	21	2	-1.2
CCCCn1nnnc1SCC(=O)NNC(=O)c1ccco1	-1	-6	0	3	-1	-1	-6	11	-1.3
CC1Sc2ccc(S(=O)(=O)NCc3ccccc3)cc2NC1=O (stereo unspecified)	-6	-1	10	3	0	-4	8	-16	-2.4
COC(=O)c1ccc(C(c2c(N)n(CC(C)C)c(=O)[nH]c2=O)N2CCN(c3ccccc3)CC2)cc1 (stereo unspecified)	19	2	-5	7	-2	-2	16	-6	0.3
COc1ccc(NC(=S)NCc2cccn2C)cc1	20	-15	-1	13	-2	-2	11	-12	2.4
CCOc1ccccc1C(=O)NCC(=O)OCC(=O)NCCc1ccc(S(N)(=O)=O)cc1	4	7	-4	-5	0	0	-16	14	-0.6
CC1(C)CC2CC(C)(CN2C(=O)c2cccs2)C1 (stereo unspecified)	12	-1	-3	30	-1	1	6	27	0.2
CC(C)OC(=O)C1C(=O)CC(C)(O)C(C(=O)OC(C)C)C1c1cccnc1 (stereo unspecified)	7	-10	-2	17	4	-1	-5	15	0.3
Cc1cc(=O)oc2ccc(OC(=O)CC(C)C)cc12	-1	-9	2	5	-2	0	9	-2	1.0
O=S(=O)(Cc1ccc(Cl)cc1)NCc1ccc2c(c1)OCO2	25	11	4	14	-1	-8	27	21	-0.2
CC(=O)N(CCc1ccccc1C)Cc1cc2cc3c(cc2[nH]c1=O)OCO3	-3	12	-3	6	0	-5	-3	8	-2.9
O=C(CCl)Nc1cccc(Oc2ccccc2)c1	-25	14	-6	14	-2	-5	52*	94*	7.0
Cc1cc(C)c(S(=O)(=O)N2CCCCCC2)cc1Br	31	2	-4	4	3	-4	9	9	-0.4
O=C(c1ccccc1O)N1N=C(C(F)(F)F)CC1(O)c1ccc([N+](=O)[O-])cc1 (stereo unspecified)	28	-11	-1	-5	-1	0	47	-9	2.1
CCOCC(=O)Nc1cc([N+](=O)[O-])ccc1OC	22	-11	-1	-19	1	-4	-9	7	-0.7
CCN1CCN(c2cc(C)c3cc(NC(=O)c4ccc5c(c4)OCO5)ccc3n2)CC1	20	-8	7	-8	-4	24	-8	71*	11
O=C(CSc1nc2c(cnn2-c2ccc(F)cc2)c(=O)[nH]1)N1CCOCC1	0	-5	3	6	-2	1	12	-3	-0.8
O=C(Nc1cc(Cl)ccc1N1CCOCC1)c1cccnc1	15	12	-4	4	1	2	4	-15	0.7
COc1ccc(OC)c2c1sc(=NC(=O)C1COc3ccccc3O1)n2C (stereo unspecified)	2	10	-2	11	3	4	2	-16	2.8

Rows were taken by chance; 8.2% or so of the library scored in one or more.
